From PubChem BioAssay
Diaphorase act: diaphorase activation or chemical reduction counter-screen; activation factor at 20 µM; AID 1229; hit rate 0.005% among 190,000; Diaphorase/resazurin coupled assay, resorufin fluorescence, 16 min; active compounds read high; 1 = vehicle wells, 0 = NADH-free wells;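 active = diaphorase activity raised at least twofold by the compound at 20 µM; inactive = activation factor below 2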
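Material: Clostridium kluyveri diaphorase, purified enzyme; Quantity: enzyme 0.07 U/mL final; Medium: HEPES pH 7.4 buffer with MgCl2 and Tween 20; Dosing: single compound dose of 20 µM, 1% DMSO final; Schedule: 16 min reaction at room temperature; Measured by: red resorufin fluorescence at 544/590 nm excitation/emission.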
Hsp70 activator: switches on Hsp70 transcription | HeLa Hsp70 promoter luciferase reporter, luminescence; scaled: vehicle 0, proteasome-inhibitor control 100% | activation, % at 10 µM | hit rate 0.04% among 200,000;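 active = activation above the mean across all tested compounds plus 3 SD, cutoff set per campaign, cut at about 5.5% in these data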;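 note: 100% = MG132 at 30 µM as the positive control and 0% = DMSO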
RAM network inh: blocks the yeast RAM network | S. cerevisiae dse1pr::URA3 reporter, 5-FOA growth OD615, 2 d; analog-sensitive cbk1-as2 kinase mutant strain | hit rate 1.8% among 190,000 | AID 868 | inhibition, % at 50 µM;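 active = inhibition above a set limit, 3 SD over mean compound inhibition, cut at about 8.4% in these data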;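 note: 0% = DMSO-only wells with no growth and 100% = 10 µM 1-NA-PP1 full growth; inhibition rescues growth on 5-FOA so higher OD means more RAM inhibition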
PMI act satM6P: activators of human phosphomannose isomerase at near-saturating mannose 6-phosphate. P34949. coupled PMI enzyme assay, resazurin fluorescence, 20 min; active compounds read high; 1 = untreated enzyme, 0 = substrate-free blank. activation factor at 20 µM. hit rate 0.34% among 190,000. AID 1216;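 active = activation factor of 2 or more at 20 µM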
Target sequence (P34949 whole entry, looked up): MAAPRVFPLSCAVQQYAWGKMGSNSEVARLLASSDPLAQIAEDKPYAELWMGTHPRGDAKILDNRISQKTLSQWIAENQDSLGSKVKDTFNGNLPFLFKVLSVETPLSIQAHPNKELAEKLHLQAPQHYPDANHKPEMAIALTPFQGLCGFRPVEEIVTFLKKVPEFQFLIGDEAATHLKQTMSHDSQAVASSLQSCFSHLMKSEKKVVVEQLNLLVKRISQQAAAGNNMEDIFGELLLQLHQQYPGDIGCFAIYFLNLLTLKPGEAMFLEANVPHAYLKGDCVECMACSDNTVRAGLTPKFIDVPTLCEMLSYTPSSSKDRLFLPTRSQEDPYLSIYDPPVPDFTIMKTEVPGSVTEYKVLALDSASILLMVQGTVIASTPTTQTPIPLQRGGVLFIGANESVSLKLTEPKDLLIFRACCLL
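test system = human PMI in coupled enzyme assay | medium = HEPES-buffered pH 7.4 with magnesium and detergent | also added = 1.0 mM mannose-6-phosphate substrate with 0.22 mM NADP+ | compound = 20 µM single dose | times = 20 min incubation at room temperature | measured by = resorufin fluorescence (Ex 544/Em 590 nm) from resazurin via diaphorase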
S1P3 antag: antagonists of human S1P3 receptor; Q99500; CHO S1P3 NFAT-BLA reporter, FRET fluorescence, antagonist mode; inhibition, % at 4.98 µM; hit rate 0.27% among 170,000; AID 485;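 active = inhibition above the plate cutoff, the mean inhibition of test wells on that plate plus 3 SD, cut at about 28% in these data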;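 note: cells challenged with S1P at its EC80 of 0.8 µM; blue over green emission ratio from cleaved BLA substrate after 4 h stimulation; 0% = S1P-stimulated wells and 100% = unstimulated DMSO-only wells; some compounds past the cut are filed as inactive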
Target sequence (Q99500 whole entry, looked up): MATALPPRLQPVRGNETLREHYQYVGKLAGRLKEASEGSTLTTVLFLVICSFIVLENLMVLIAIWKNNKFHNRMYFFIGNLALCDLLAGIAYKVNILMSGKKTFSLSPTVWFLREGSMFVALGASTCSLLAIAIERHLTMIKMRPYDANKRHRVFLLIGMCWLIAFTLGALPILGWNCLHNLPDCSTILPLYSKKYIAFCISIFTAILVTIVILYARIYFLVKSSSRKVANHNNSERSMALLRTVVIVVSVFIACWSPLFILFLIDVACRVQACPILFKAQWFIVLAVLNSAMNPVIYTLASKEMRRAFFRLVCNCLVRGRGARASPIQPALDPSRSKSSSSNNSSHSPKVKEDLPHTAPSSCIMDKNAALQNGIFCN
G6PDH counter: inhibits Leuconostoc G6PDH, flagging false hits in G6PDH-based assays. Purified L. mesenteroides G6PDH, diaphorase/resazurin coupled fluorescence, 45 min. inhibition, % at 5 µM. hit rate 0.12% among 200,000
TLR4 MyD88 comp: blocks binding of human TLR4 to MyD88 | HeLa CL3-4 TLR4/MyD88 BLA complementation, FRET ratio | inhibition, % at 8.4 µM | O00206+Q99836 | hit rate 0.18% among 200,000; in the data active = inhibition above about 25%;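 note: 0% = vehicle and 100% = reference inhibitor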
DTT redox prof: compounds producing H2O2 with reducing agent – biochemical, NIH compound library profiling, artefact control for MLSCN library redox annotation, primary screen | DTT-dependent redox cycling H2O2, phenol red/HRP absorbance; 100% = 100 µM peroxide control, 0% = buffer | activation, % at 10 µM | hit rate 0.03% among 200,000;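 active = activation of at least 50% relative to the plate's high and low controls in the primary single-dose screen; inactive = activation below 50%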;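 note: compound incubated with DTT at 0.8 mM final as the reducing agent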
Diaph inh CS: diaphorase inhibition or chemical oxidation counter-screen. diaphorase resazurin-to-resorufin fluorescence, NADH, 16 min; bacterial (C. kluyveri) enzyme, not human. inhibition, % at 20 µM. hit rate 0.69% among 190,000;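 active = primary screen inhibition at 20 µM above a set limit, cut at about 50% in these data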;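 note: plate controls were DMSO with full reaction for no effect and wells lacking NADH for full effect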
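Assay system – diaphorase enzyme from Clostridium kluyveri · Amount – diaphorase 0.14 U/mL (working solution) · Times – reaction incubation of 16 min at room temperature · Controls – No-NADH positive control and DMSO neutral control · Signal – resorufin fluorescence 544/590 nm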
PMI act: phosphomannose isomerase (human) activation; hit rate 0.005% among 190,000; purified human PMI, coupled resazurin fluorescence, 20 min; active compounds read high; 1 = vehicle control, 0 substrate-free wells; activation factor at 20 µM; P34949;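 active = activation factor of 2 or more at 20 µM, relative to plate controls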
Lmaj promast: inhibitors of Leishmania major promastigote growth. Leishmania major promastigotes, resazurin fluorescence viability. inhibition, % at 10 µM. hit rate 9% among 200,000;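 note: promastigotes grown with compound for 44 hours at 28 °C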
Starred values were filed as active, the others as inactive; . = no result given. Cut-off read from the data, not from the text of the source, unless noted: active = inhibition above about 50%; inactive = the rest.

Order of results: Diaphorase act	Hsp70 activator	RAM network inh	PMI act satM6P	S1P3 antag	G6PDH counter	TLR4 MyD88 comp	DTT redox prof	Diaph inh CS	PMI act	Lmaj promast
> CCn1cc(/C=C/C(=O)Nc2c(C)nn(Cc3ccccc3C)c2C)cn1
→ 1	-0.5	0.6	1	-3	1	10	-0.1	3	1	4
> COc1ccc(C2=NO[C@@H]3C(=O)N(Cc4ccccc4)C(=O)[C@H]23)cc1OC
→ 1	-0.2	2.3	1.1	.	13	-5	0.7	-4	1	-3
> CC1(Cc2cn(CCC#N)c3ccccc23)OCCO1
→ 0.9	0.2	-1.0	0.9	-9	4	9	0.6	11	1	-5
> O=C(CSCc1cnn(-c2ccccc2)c1-n1cccc1)NCc1cccs1
→ 0.8	-0.3	5.7	0.9	.	12	-2	0.6	16	0.9	-2
> COc1cc(/C=N/NC(=O)CCc2n[nH]c(=O)[nH]c2=O)cc(OC)c1OC
→ 0.9	-0.3	-0.4	0.9	-12	0	3	-0.3	10	0.8	1
> Cc1ccccc1NC(=O)CNC(=O)c1ccc(C(F)(F)F)cc1
→ 1	-0.4	2.2	0.9	6	12	-6	-0.1	4	0.9	62*
> O=C1N(c2ccc3c(c2)OCCO3)C(c2ccccc2)C1(F)F (stereo not drawn)
→ 0.8	0.1	-0.8	0.9	6	2	-9	-2.0	20	0.9	-5
> C=CCn1c(=O)/c(=C/c2ccc(Cl)cc2)s/c1=C(/C#N)c1nnc2n1CCCCC2
→ 0.8	-0.3	0.2	1	10	6	-22	0.0	23	0.9	94*
> O=C(CSc1nnc(-c2cc(-c3cccs3)nc3ccccc23)o1)NC1CCCCC1
→ 0.8	-0.3	3.4	1	.	6	12	-2.1	20	1	5
> CC1=C(C(=O)Nc2ccc(C)cc2C)C(c2cccs2)NC(=S)N1 (stereo not drawn)
→ 1.1	-0.1	4.4	1	.	-10	5	10	-8	1	-3

In the list so far, 3 contain a halogen:
Order of results: Diaphorase act	Hsp70 activator	RAM network inh	PMI act satM6P	S1P3 antag	G6PDH counter	TLR4 MyD88 comp	DTT redox prof	Diaph inh CS	PMI act	Lmaj promast
> Cc1ccccc1NC(=O)CNC(=O)c1ccc(C(F)(F)F)cc1
→ 1	-0.4	2.2	0.9	6	12	-6	-0.1	4	0.9	62*
> O=C1N(c2ccc3c(c2)OCCO3)C(c2ccccc2)C1(F)F (stereo not drawn)
→ 0.8	0.1	-0.8	0.9	6	2	-9	-2.0	20	0.9	-5
> C=CCn1c(=O)/c(=C/c2ccc(Cl)cc2)s/c1=C(/C#N)c1nnc2n1CCCCC2
→ 0.8	-0.3	0.2	1	10	6	-22	0.0	23	0.9	94*

(listing goes on)
Order of results: Diaphorase act	Hsp70 activator	RAM network inh	PMI act satM6P	S1P3 antag	G6PDH counter	TLR4 MyD88 comp	DTT redox prof	Diaph inh CS	PMI act	Lmaj promast
> CCOC(=O)C1=c2/c(=C/c3ccncc3)c(N)c(C(=O)OC)n2C(=O)C(c2ccncc2)S1 (stereo not drawn)
→ 0.9	0.1	0.2	1	-2	-8	-4	-0.3	13	1	56*
> O=C(Nc1ccc(Cl)cn1)c1ccc(COc2ccccc2Br)o1
→ 0.7	-0.3	11*	0.9	-12	8	4	-0.2	31	0.9	-3
> CCCCCCCNc1nc(Cl)nc(NCCO)n1
→ 1.2	-0.1	-0.5	1.1	3	21	11	-0.3	-16	1.1	-9
> CCn1nnc(NC(=O)C(C)(c2ccccc2)c2ccccc2)n1
→ 1	0.2	3.8	1.1	-8	14	-12	0.0	-1	1	-4
> COc1ccc(C(=O)NCC2OCCc3ccccc32)c(O)c1 (stereo not drawn)
→ 0.8	-0.1	-0.3	0.9	9	16	0	-0.1	19	0.9	53*
> O=C(N/N=C/c1nn(-c2ccccc2)cc1-c1ccc(Cl)cc1)c1ccncc1
→ 0.9	-0.1	3.2	1	-4	5	5	-0.6	11	0.9	60*
> CCOc1ccc(-c2nnc3ccc(SCC(=O)Nc4nc5ccc(C)cc5s4)nn23)cc1
→ 1.1	-0.3	6.6	1.1	-6	-19	0	0.1	-10	1	21
> O=C(O)CCC(=O)NC1CCCCCCC1
→ 1	-0.7	0.9	1	-211	3	13	1.3	3	1	-4
> COc1cc(C)c(S(=O)(=O)N2CCOCC2)cc1C
→ 0.9	-0.3	-0.2	1	.	-4	1	0.1	8	1	2
> Cc1nc(-c2cccnc2)sc1C(N)=O
→ 1	0.0	1.9	1	.	2	-6	0.4	5	1	-6

Continuation:
Order of results: Diaphorase act	Hsp70 activator	RAM network inh	PMI act satM6P	S1P3 antag	G6PDH counter	TLR4 MyD88 comp	DTT redox prof	Diaph inh CS	PMI act	Lmaj promast
> CCOC(=O)C1CCCCN1Cc1ccc(F)c(Br)c1 (stereo not drawn)
→ 1	-0.3	0.9	1.1	2	4	5	-0.6	-3	1.1	-3
> O=C(CSCc1c(Cl)cccc1Cl)Nc1cccnc1
→ 1	-0.3	0.0	1.1	-29	4	4	-1.0	3	1	11
> CCCCCNc1nc(-c2ccccc2)cs1
→ 0.9	-0.2	2.8	1	.	1	4	-0.3	14	0.9	8
> CCCN(CCC)S(=O)(=O)c1ccc(C(=O)NCc2n[nH]c(=S)n2-c2ccc(Cl)c(Cl)c2)cc1
→ 0.6	-0.3	3.1	0.9	-37	-5	0	-0.3	37	0.9	-3
> C[C@@H]1CN(c2nc3nonc3nc2N2CCSCC2)C[C@H](C)O1
→ 0.9	-0.1	-0.1	0.9	5	9	-1	-1.7	13	0.9	5
> COc1ccc(N=c2oc3c(OC)cccc3cc2C(=O)NCc2ccco2)cc1OC
→ 1	-0.2	9.9*	1.1	-42	1	10	0.6	2	1	-2
> c1ccc(-n2nnnc2SCc2cn3ccccc3n2)cc1
→ 1	0.1	2.2	1	10	16	-9	-0.3	4	1	2
> c1ccc(N2CCN(c3cnc4ccccc4n3)CC2)cc1
→ 0.9	-0.3	0.0	0.9	.	13	14	0.1	8	0.9	-2
> S=C(NCc1ccncc1)NC1CCCCC1
→ 0.9	-0.3	-1.0	0.9	4	14	9	-0.7	11	0.9	-3
> COc1ccc(CN2C(=O)c3ccccc3C2=O)cc1C(=O)OC(C)C(=O)NC(N)=O (stereo not drawn)
→ 0.7	-0.3	4.7	0.8	-5	-2	-16	-0.4	26	0.9	-4

(further entries)
Order of results: Diaphorase act	Hsp70 activator	RAM network inh	PMI act satM6P	S1P3 antag	G6PDH counter	TLR4 MyD88 comp	DTT redox prof	Diaph inh CS	PMI act	Lmaj promast
> Cc1cccc(NC(=O)CSc2nc3c(oc4ccccc43)c(=O)n2-c2ccccc2)c1
→ 0.9	-0.3	-1.0	0.8	8	-69	-7	-0.1	13	0.9	23
> O=C(CN1C(=O)C2CC=CCC2C1=O)NC1CCCCC1 (stereo not drawn)
→ 1.1	0.2	-0.2	1.1	-19	6	8	-0.2	-6	1.1	-2
> O=C(CCn1c(=S)oc2ccccc21)Nc1ccc(F)cc1
→ 1	-0.1	2.6	1.1	-5	2	-18	0.0	4	1	-3
> COC(=O)C1=NNC(C(=O)c2ccco2)C1c1ccc(OC)cc1 (stereo not drawn)
→ 0.9	-0.4	0.1	0.9	-4	9	-13	-0.3	11	0.9	-6
> Cc1nn(CCOc2ccccc2)c(=O)n1-c1c(F)cccc1F
→ 0.9	0.3	0.2	0.9	.	6	-7	0.8	12	0.9	7
> CSc1ccc(CNC2CC2)cc1
→ 0.6	-0.1	-0.1	1.1	.	0	-8	2.2	37	1.1	-3
> O=C(CSc1nnc(-c2cccs2)o1)OC1CCCCC1
→ 0.9	-0.3	0.9	0.9	-54	3	-9	-1.4	14	0.9	-4
> CCC(=O)Nc1cccc2ccccc12
→ 0.8	-0.1	3.2	0.8	-13	12	4	0.3	22	0.8	-8
> COc1ccc(CNC(=O)CCn2c(=O)oc3ccccc32)c(OC)c1
→ 1	0.1	0.8	0.9	-14	7	-11	0.1	-3	1.1	0
> CC1=CCC(C(=O)O)C(C(=O)O)C1 (stereo not drawn)
→ 0.9	-0.4	2.3	1.1	.	4	10	2.6	8	1	-1

Another view of part of the listing above:
> COc1ccc(CNC(=O)CCn2c(=O)oc3ccccc32)c(OC)c1
- Diaphorase act: 1
- Hsp70 activator: 0.1
- RAM network inh: 0.8
- PMI act satM6P: 0.9
- S1P3 antag: -14
- G6PDH counter: 7
- TLR4 MyD88 comp: -11
- DTT redox prof: 0.1
- Diaph inh CS: -3
- PMI act: 1.1
- Lmaj promast: 0
> O=C(CN1C(=O)C2CC=CCC2C1=O)NC1CCCCC1 (stereo not drawn)
- Diaphorase act: 1.1
- Hsp70 activator: 0.2
- RAM network inh: -0.2
- PMI act satM6P: 1.1
- S1P3 antag: -19
- G6PDH counter: 6
- TLR4 MyD88 comp: 8
- DTT redox prof: -0.2
- Diaph inh CS: -6
- PMI act: 1.1
- Lmaj promast: -2

(continued)
Order of results: Diaphorase act	Hsp70 activator	RAM network inh	PMI act satM6P	S1P3 antag	G6PDH counter	TLR4 MyD88 comp	DTT redox prof	Diaph inh CS	PMI act	Lmaj promast
> COc1cc(/C=N/Nc2ccccc2[N+](=O)[O-])cc(OC)c1O
→ 1.1	-0.3	0.2	0.9	2	8	-8	-0.9	-9	1.1	30
> Cc1c(O)c(S(=O)(=O)c2ccccc2)c(=O)n(-c2ccccc2)c1-c1ccccc1
→ 1	-0.1	4.6	1.3	-5	-4	-6	-0.3	-2	1.2	-8
> O=C(C1CCN(S(=O)(=O)c2cnc[nH]2)CC1)N1CCn2c1nc1ccccc12
→ 0.9	-0.2	1.7	1	.	1	-12	-3.9	12	1	-5
> O=C(CN1C(=O)CSC1=O)NCc1ccccc1
→ 0.9	0.0	3.3	1.1	16	8	-6	1.7	10	1	-5
> O=C(Nc1ccc(Cc2ccncc2)cc1)c1ccco1
→ 0.9	0.2	2.0	1	-50	0	4	-0.1	12	1	5
> CCOC(=O)c1cnc(-n2cc(C)cn2)nc1NCc1ccc2c(c1)OCO2
→ 1	-0.5	5.0	1	7	3	-12	-0.1	-4	0.9	9
